TRPV1 agonist: HTS Assay for Compounds that Act as Agonists of the Vanilloid Receptor 1; 320,000 tested, 0.19% active; AID 540275, 2011; TRPV1-expressing cells, Fluo-8 calcium influx, agonist mode; Transient receptor potential cation channel subfamily V member 1 (Homo sapiens), Q8NER1; activation, % at 8.33 µM; in the data active = activation above about 80%; inconclusive = between about 30% and that limit; also: 0% is about no effect
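Fluo-8 calcium influx in TRPV1-expressing cells, kinetic read (ex 480/em 520 nm). Compound added and read 3 min for agonist activity, followed by capsaicin at EC20 final and 2 min further read for enhancement.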
B2AR arrestin: qHTS assay of beta-arrestin-biased ligands of beta2-adrenergic receptor | Beta-2 adrenergic receptor (Homo sapiens), P07550 | beta-arrestin recruitment to beta2AR, cell-based reporter | Potency, µM (highest dose often 46.1 µM), for the others: at the top dose activation, usual class: activators | 330,000 tested, 0.02% active | AID 492947, 2010;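 also: potency is read from the fitted curve at half-maximal effect; 0% = DMSO controls and full agonism = EC100 isoproterenol or metaproterenol; nearly all actives have a fitted effect of over 65% in size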
Target sequence (P07550 whole entry, looked up): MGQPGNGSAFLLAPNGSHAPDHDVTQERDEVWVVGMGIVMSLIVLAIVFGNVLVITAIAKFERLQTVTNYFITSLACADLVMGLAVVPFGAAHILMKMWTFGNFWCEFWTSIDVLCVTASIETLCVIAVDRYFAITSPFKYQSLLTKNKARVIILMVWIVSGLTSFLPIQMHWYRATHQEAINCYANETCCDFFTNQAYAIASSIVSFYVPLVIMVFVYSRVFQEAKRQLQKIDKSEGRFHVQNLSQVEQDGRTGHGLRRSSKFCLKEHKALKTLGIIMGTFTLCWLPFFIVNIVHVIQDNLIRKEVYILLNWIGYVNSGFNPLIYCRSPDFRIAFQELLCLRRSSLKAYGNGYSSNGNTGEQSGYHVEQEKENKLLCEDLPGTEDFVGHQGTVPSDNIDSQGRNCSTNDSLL
Menin MLL FP TR: qHTS Assay for Inhibitors Targeting the Menin-MLL Interaction in MLL Related Leukemias: Competition With Texas Red Labeled MLL-derived Mutant Peptide; O00255; Menin + Texas Red MLL mutant peptide, fluorescence polarization; Potency, µM (titrated, usually from 61.6 µM), without a hit: top-dose FP activity change, negative = inhibition, actives largely listed as inhibitors; 270,000 tested, 0.23% active; AID 1768, 2009; active = well fitted inhibition curve with a large enough effect in the polarisation, with a control signal flat, not every such curve was filed as active; inconclusive = small, poorly fitted or top-dose-only effect, or effect the other way, or a change in a side signal; inactive = no such curve, though single readings can be large or run the other way; the % refers to the polarisation; also: potency is read from the fitted curve at half-maximal effect; % of control where 0% means no effect; many of its hits are not listed in these tables
KCNH2 3.1 inh: qHTS for Inhibitors of KCHN2 3.1: Mutant qHTS; activity change, % (tested at about 1.8 µM); Potassium voltage-gated channel subfamily H member 2, brain isoform KCNH2 3.1 (human); U2OS KCNH2 3.1, thallium flux FluxOr; active compounds read low; AID 720553, 2013; 340,000 tested, 0.95% active;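 active = maximum activity change below -70%; inconclusive = maximum activity change from -70% to -50%; inactive = maximum activity change above -50%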;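 also: thallium influx rate constant from kinetic fluorescence after stimulation buffer; % is scaled to controls: 0 for no effect and ±100 for the full control effect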
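Steps: virus added to U2OS suspension (4 h, RT, dark); medium with 10% FBS added, cells plated, 37 C overnight; FluxOr/Red40 loading buffer 45 min RT; stimulation buffer, 2 min kinetic read; rate constant normalized.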
GALK inh: qHTS Assay for Inhibitors of Human Galactokinase (GALK). P51570. Purified GALK, Kinase-Glo residual ATP luminescence. Potency, µM (top dose mostly 57.5 µM), without a hit: at the top dose activity change, negative = inhibition, most hits filed as inhibitors. 270,000 tested, 0.007% active; also: potency is read from the fitted curve at half-maximal effect; % is scaled to controls: 0 for no effect and ±100 for the full control effect
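5 nM enzyme, 35 uM ATP, 100 uM galactose, 20 mM HEPES pH8.0, 5 mM MgCl2; 1 h RT; residual ATP by Kinase-Glo Plus luminescence, qHTS format.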
FBPA coupling cs: qHTS Assay for Inhibitors of Fructose-1,6-bisphosphate Aldolase from Giardia Lamblia: Coupling assay counterscreen | coupling enzyme system counterscreen, AmpLite Red fluorescence | activity change, negative = inhibition, % at 58.2 µM, hits read low | 290,000 tested, 0.67% active; in the data active = activity change below about -30%; also: % is scaled to controls: 0 for no effect and ±100 for the full control effect
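Compounds tested against the coupling enzymes alone at 57.5 uM final; readout was AmpLite Red fluorescence (525/598 nm) after 20 min at RT.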
Giardia kill: Small Molecules that selectively kill Giardia lamblia: qHTS | Giardia lamblia trophozoite viability | 340,000 tested, 0.15% active | activity change, % at 7.66 µM, hits read low; in the data active = activity change below about -80%; inconclusive = between about -30% and that limit;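 also: parasites exposed to compound for two days anaerobically before the ATP read; % is scaled to controls: 0 for no effect and ±100 for the full control effect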
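ATP-content bioluminescence gauges trophozoite survival. Cells (100/well) receive compound and incubate anaerobically for 48 hrs at 37 deg C; detection reagent follows for 15-30 min at room temperature.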
USP2a block: qHTS Assay for Inhibitors of Ubiquitin-specific Protease USP2a Using CHOP2 as the Reporter | Ubiquitin carboxyl-terminal hydrolase 2 (Homo sapiens), O75604 | USP2 core, Ub-CHOP2 coupled fluorogenic reporter, 485/531 | Potency, µM (series often up to 38.3 µM), for the others: at the highest dose activity change, negative = inhibition, most hits filed as inhibitors | 330,000 tested, 0.01% active | AID 463254, 2010;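 also: potency is read from the fitted curve at half-maximal effect; plate controls were DMSO wells for no effect and full inhibition by NEM control for full effect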
Target sequence (O75604 whole entry, looked up): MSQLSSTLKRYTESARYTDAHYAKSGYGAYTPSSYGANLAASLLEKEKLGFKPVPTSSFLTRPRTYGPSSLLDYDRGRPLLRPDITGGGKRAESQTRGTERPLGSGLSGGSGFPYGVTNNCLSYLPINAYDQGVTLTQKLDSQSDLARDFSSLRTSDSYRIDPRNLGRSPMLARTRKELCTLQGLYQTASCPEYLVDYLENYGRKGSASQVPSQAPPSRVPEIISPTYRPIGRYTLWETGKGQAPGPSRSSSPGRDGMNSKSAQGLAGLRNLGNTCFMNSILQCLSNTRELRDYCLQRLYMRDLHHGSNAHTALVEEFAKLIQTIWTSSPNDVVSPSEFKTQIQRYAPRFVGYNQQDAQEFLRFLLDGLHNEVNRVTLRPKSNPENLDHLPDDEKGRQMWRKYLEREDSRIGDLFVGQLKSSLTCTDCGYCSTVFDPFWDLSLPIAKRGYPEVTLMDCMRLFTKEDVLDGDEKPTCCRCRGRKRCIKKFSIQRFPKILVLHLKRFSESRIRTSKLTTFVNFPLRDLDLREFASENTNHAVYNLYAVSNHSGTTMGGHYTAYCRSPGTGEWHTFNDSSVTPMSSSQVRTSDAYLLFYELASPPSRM
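Deubiquitinase activity read as fluorescence (485/531 nm) after Ub-CHOP2 cleavage activates the enterokinase reporter on its substrate; USP2 core 10nM, Ub-CHOP2 and substrate 25nM each, 30min compound preincubation then 60min RT; data normalized to NEM, curves fitted.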
KCNH2 WT inh: qHTS for Inhibitors of KCHN2 3.1: Wildtype qHTS. U2OS, BacMam KCNH2, thallium flux FluxOr; active compounds read low. activity change, % at 1.84 µM. Voltage-gated inwardly rectifying potassium channel KCNH2 (Homo sapiens), Q12809. 340,000 tested, 0.37% active. AID 720551, 2013;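 active = maximum activity change below -70%; inconclusive = maximum activity change between -70% and -50%; inactive = maximum activity change above -50%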; also: % is scaled to controls: 0 for no effect and ±100 for the full control effect
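U2OS cells were transduced with wild-type KCNH2 virus (2.03 x 10^8 / mL) for 4 h at room temperature, then cultured overnight at 37 C. Thallium flux was read with FluxOr dye. Rate constants were normalized to DMSO controls.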
PKM2 act: qHTS Assay for Activators of Human Muscle isoform 2 Pyruvate Kinase; Pyruvate kinase PKM (Homo sapiens), P14618; purified PKM2, Kinase-Glo ATP luminescence, activation; response scale: 0% is enzyme alone, no compound; Potency, µM (top dose mostly 57.5 µM), inactives show at the highest dose activation, usual class: activators; 260,000 tested, 0.34% active; also: potency is read from the fitted curve at half-maximal effect; % is scaled to controls: 0 for no effect and ±100 for the full control effect; nearly all actives have a fitted effect of over 55% in size
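Kinase-Glo luminescence reports ATP generated from ADP (0.1 mM) and PEP (0.5 mM) by purified hPK-M2 after 1 h at room temperature, pH 7.2 imidazole buffer; intermediate enzyme activity allows detecting inhibitors and activators.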
MLL CXXC-DNA inh: qHTS Fluorescence Polarization Assay for Inhibitors of MLL CXXC domain - DNA interaction. MLL-CXXC / FITC-HOXA9 DNA fluorescence polarization. Potency, µM (doses to about 115 µM), for inactives: top-dose activity change, negative = inhibition, usual class: inhibitors. 290,000 tested, 0.037% active; active = well fitted inhibition curve with a large enough effect in the polarisation, with a control signal flat, not every such curve was filed as active; inconclusive = small, poorly fitted or top-dose-only effect, or effect the other way, or a change in a side signal; inactive = no such curve, though single readings can be large or run the other way; the % refers to the polarisation; also: potency is read from the fitted curve at half-maximal effect
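Steps: dispense CXXC domain solution (7 uM) → pin compounds or unlabeled HOX-A9 DNA control → 5 min ambient → add FLSN-HOX-A9 solution (50 nM) → spin → 30 min ambient → fluorescence polarization. Tris pH 7.5/NaCl/DTT/BSA buffer.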
* hit, by the source's call; i = inactive; ? = inconclusive; . = not tested or not shown; [ ] = remark or other dose. Unless noted, calls follow the shape of the dose curve; as a rule, active = well fitted curve in the direction sought with a large enough effect; inconclusive = small, poorly fitted or top-dose-only effect, or another doubt; inactive = no such curve, though single readings can be large; an effect the other way counts as inactive or inconclusive. Only part of the results is shown (hit frequency here may not be typical).

SMILES,PKM2 act,GALK inh,KCNH2 3.1 inh,MLL CXXC-DNA inh,USP2a block,Menin MLL FP TR,Giardia kill,FBPA coupling cs,KCNH2 WT inh,B2AR arrestin,TRPV1 agonist
CCC(=O)N1c2ccc(S(=O)(=O)NCCc3ccc(C)cc3)cc2CC1C (stereo not given),.,-7%,14,0%,-1%,.,3,.,-4,0.0%,8
NC(=O)c1nsc(C(=O)N(c2ccccc2)C(C(=O)NCC2CCCO2)c2ccc3ncccc3c2)c1N (stereo not given),-1%,-1%,-3,-2%,-1%,-7%,12,2,-21,0.1%,4
CSc1ccc(S(=O)(=O)N2CCCC2)cc1,3%,-2%,2,-3%,0%,-8%,-1,0,0,-0.4%,8
Cc1ccsc1C(=O)N1CCN(c2ccccn2)CC1,-4%,-3%,17,13%,3%,13%,2,4,2,-0.5%,-5
Cc1ncc(CSc2ccc(Cl)cc2)c(CO)c1O,.,5%,-3,-5%,2%,3%,-5,2,-8,0.2%,?
CCOC(=O)C(C)Sc1nc2c(c(-c3cccs3)c1C#N)CCC2 (stereo not given),19%,0%,2,1%,-5%,2%,-6,3,-14,0.2%,9
C/C(=N\NC(=O)c1ccco1)c1cccc2ccccc12,.,1%,-2,1%,4%,-29%,-14,1,-2,-0.6%,0
CC12CCC(=O)N1C(C(=O)Nc1nc(-c3cc(F)ccc3F)cs1)CS2 (stereo not given),.,.,-34,.,0%,.,1,.,2,-0.4%,6
CCOc1ccc(S(=O)(=O)N2CCC(C(=O)NC3CCCC3)CC2)cc1,-8%,8%,16,1%,0%,.,2,.,2,-0.4%,-1
Cc1c(C(=O)N(Cc2ccc(N(C)C)cc2)CC2CCCO2)oc2ccccc12 (stereo not given),.,-3%,-1,1%,-5%,.,4,.,5,-0.2%,25
Cc1nn(-c2ccccc2)cc1C(=S)Nc1ccccc1,10%,.,-8,4%,0%,2%,29,1,i,-0.7%,?
CNc1ccccc1C(C)(C)c1cc(-c2cccc(OC)c2)no1,4%,6%,-15,-4%,-6%,?,-20,-8,7,0.0%,8
COc1ccc(OC)c(N/C(C)=C/C(=O)c2ccccc2)c1,0%,-1%,-9,1%,1%,2%,-1,-1,-1,-2.0%,10
O=C(CN1c2cccc3cccc(c23)S1(=O)=O)NCCc1ccccc1,.,.,-5,.,9%,.,3,.,1,-0.8%,.
C=CCN(CC=C)C(=S)NC(=O)/C=C/c1ccccc1,-9%,2%,4,11%,2%,0%,-3,13,-1,0.0%,0
Cc1cccc(NC(=O)NC(=O)c2ccccc2)n1,0%,-2%,1,3%,0%,?,2,2,11,0.0%,2
COc1ccc(NC(=S)N2CCN(S(C)(=O)=O)CC2)cc1OC,-2%,4%,.,-5%,0%,-7%,-4,1,0,-0.7%,-2
O=[N+]([O-])c1ccc2[nH]c3c(c2c1)CCCC3O (stereo not given),0%,0%,3,-3%,3%,?,7,-5,0,0.5%,7
O=C(NCC1CCCO1)c1cc(-c2ccccc2)nc2ccc(Br)cc12 (stereo not given),-1%,-5%,2,0%,-1%,.,-4,.,-27,-0.9%,?
COc1cccc(C(C(=O)NC(C)(C)C)N(C(=O)CCC(=O)Nc2cc(C)on2)C(C)(C)C)c1OC (stereo not given),-5%,-2%,2,4%,1%,-2%,8,1,-6,-0.6%,3
CCCCCC(O)(CCCCC)C(=O)NNc1ccccc1,-7%,-1%,-6,-6%,1%,-8%,15,-2,1,-0.3%,24
NCCN1CCN(S(=O)(=O)c2ccc([N+](=O)[O-])cc2)C=C1c1ccc(Cl)cc1,.,.,?,.,2%,.,-17,.,12,0.2%,0
Cc1ccc2c(CN3CCC(C)CC3)cc(=O)oc2c1C,.,.,8,-5%,0%,?,7,1,0,0.0%,4
Nc1nc2ccc(C(=O)NCCOC(=O)C3CCCCC3)cc2s1,2%,-2%,7,-1%,1%,?,4,5,.,0.1%,?
CC(=O)/C(=N/Nc1ccc(Br)cc1)N1CCCc2ccccc21,-1%,5%,-5,-1%,-1%,.,13,-1,-2,-0.9%,10
O=C(O)CCn1cc(C2CC(c3ccccc3)=NN2c2ccccc2)c(-c2ccccc2)n1 (stereo not given),?,8%,7,-7%,-17%,?,-5,12,-5,0.1%,8
Cc1[nH]nc2nc(SCC(=O)NC3CCCCC3)n(-c3ccc(Br)cc3)c(=N)c12,.,1%,-1,-8%,0%,41%[activator],-5,0,-7,0.0%,4
O=C(NC1CCCCC1)C(c1ccccc1F)N(Cc1ccco1)C(=O)Cn1nnc2ccccc21 (stereo not given),0%,0%,-2,0%,1%,-13%,-7,-1,-2,-0.6%,-2
CN(/N=C/c1ccc2c(c1)OCO2)c1nc(N2CCOCC2)nc(N2CCOCC2)n1,-2%,6%,23,11%,4%,-1%,5,2,-3,0.1%,-2
COCCNC(=O)C12CC3CC(CC(Cl)(C3)C1)C2,14%,-3%,8,3%,0%,.,10,-2,-2,-0.8%,5
Cn1c(=O)c2ncn(CC(=O)Nc3nc(-c4ccc(Cl)cc4)cs3)c2n(C)c1=O,-4%,-2%,-19,1%,7%,20%,17,-1,1,0.0%,-3
Cc1cc(=O)oc2cc(OCC(=O)OCc3nnc(-c4ccccc4)o3)ccc12,-16%,-1%,-6,-4%,3%,1%,3,0,-5,-2.1%,1
O=C(NCC1CCCN1S(=O)(=O)c1cccs1)c1cccc([N+](=O)[O-])c1 (stereo not given),.,.,2,.,-1%,.,-1,.,6,0.1%,-1
Cn1nc(C(=O)Nc2c(-c3ccccc3)nc3sccn23)c2ccccc2c1=O,13%,3%,-2,-17%,0%,-2%,-4,-2,-3,0.3%,-3
Cn1nnc(NC(=O)c2cccc(OCc3ccccc3)c2)n1,2%,-3%,-1,4%,-1%,1%,11,3,11,0.3%,-1
Cc1nc(N2CCOCC2)[nH]c(=O)c1C(O)C(Cl)(Cl)Cl (stereo not given),3%,.,18,-1%,2%,.,16,1,3,-0.7%,-1
Cc1ccc2nc(SCC(=O)Nc3ccc4c(c3)OCCO4)nc(=O)n2c1,.,.,14,.,-1%,.,10,.,-9,0.2%,-3
O=C(CSc1ncn[nH]1)c1ccccc1,1%,0%,-12,2%,-1%,2%,-17,1,16,-0.6%,1
O=C1C2CC=CCC2C(=O)N1c1nc2n(n1)C(c1ccccc1)CC(c1ccccc1)N2 (stereo not given),2%,4%,1,3%,-2%,2%,-3,1,4,-0.3%,-2
COc1ccc(NC(=O)CSc2nnc3ccc(-c4ccccn4)nn23)c(OC)c1,.,.,-2,.,-1%,.,-15,.,47,0.0%,-4
CCOC(=O)c1nn(-c2ccc(OCC)cc2)c(C)c1C(C)=O,6%,3%,-9,4%,2%,-8%,11,0,-18,-0.3%,3
COc1ccccc1N1CCN(C(=O)C2CCN(S(=O)(=O)c3ccc(Cl)cc3)CC2)CC1,-4%,-2%,6,4%,1%,-21%,14,-3,0,-0.5%,-1
O=C(O)COc1c(Cl)cc(/C=C2/NC(=O)NC2=O)cc1Br,0%,-2%,-2,-8%,2%,-11%,26,7,10,0.2%,0
CCOc1cc(/C=C2\C(=O)ON=C2c2ccccc2)cc(Br)c1O,.,?,1,3%,4%,56%[activator],1,0,3,0.0%,1
O=C1/C(=C/c2cccnc2)N=C2CCCCCN12,?,10%,-1,-3%,0%,-2%,-1,0,.,0.4%,-3
CCC(C)NC(=O)C(=O)NC1CCCC1 (stereo not given),3%,.,-8,2%,2%,-13%,-12,3,-1,-1.0%,4
Cc1cc(Cl)ccc1OCCCC(=O)NCc1ccncc1,-1%,1%,3,-1%,-1%,-3%,-14,1,6,-1.2%,?
CCOC(=O)C1CCN(C(=S)Nc2cccc(C)c2C)CC1,-14%,.,-6,-7%,0%,11%,3,-1,-3,-0.4%,2
Cn1c(CNC(=O)CNS(=O)(=O)c2ccccc2)cc(=O)n(C)c1=O,.,6%,11,-2%,1%,.,-12,.,10,0.1%,11
